Compound activity as filed in PubChem.
Vif-APOBEC3G blk: Vif-A3G binding inhibition; Potency, µM (series often up to 46.1 µM), for the others: at the highest dose activity, negative = active, usual class: inhibitors; HeLa A3G-eYFP + Vif (tagged APOBEC3G with the HIV-1 protein that degrades it), YFP fluorescence, overnight; Q9HC16; AID 602310; hit rate 0.076% among 410,000;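 note: potency is the fitted concentration of half-maximal effect; % is set by controls: 0 for no effect and ±100 for the full control effect; nearly all actives have a fitted effect of over 60% in size; hits raise eYFP signal because A3G escapes Vif-driven loss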
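Read-out is eYFP fluorescence (Ex 488/Em 500-530) from Vif-expressing HeLa A3G-eYFP cells; more signal means A3G escaped Vif-mediated degradation. Cells plated overnight, compound pinned in, incubated overnight at 37 deg C.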
Glioma ERSR ind: ER stress response induction in glioma | AID 602332 | hit rate 0.02% among 420,000 | U87-MG GRP78 promoter luciferase reporter, 16 h | Potency, µM, for the others: top-dose activation, most hits filed as activators; note: potency is the fitted concentration of half-maximal effect; series mostly up to about 76 µM; % of control where 0% means no effect; nearly all actives have a fitted effect of over 35% in size
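ERSR induction read as luciferase luminescence (Bright-Glo, 10 min at room temperature) in stably transfected human U87-MG glioma cells exposed to compounds for 16 h, using GRP78 as sensor.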
D1 antagonist: antagonists of human D1 dopamine receptor. HEK293 TREx D1 cells, calcium flux, dopamine EC80; hits give low values. activity change, negative = inhibition, % at 10 µM. hit rate 3.2% among 360,000; in the data active = activity change below about -30%; note: % is set by controls: 0 for no effect and ±100 for the full control effect
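Allosteric or orthosteric antagonism assessed as attenuation of the calcium response to EC80 dopamine, added 180 s after compound, in induced HEK293 Trex D1 cells loaded with no-wash calcium dye.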
D1 potentiator: enhances dopamine response at the human D1 receptor | AID 504651 | HEK293 TREx D1 cells, calcium flux, dopamine EC20 potentiation | P21728 | potentiation, % at 10 µM | hit rate 0.036% among 360,000; in the data active = potentiation above about 30%; note: 0% is about no effect
RXFP1 agonist: RXFP1 (human) receptor agonism. Q9HBX9. HEK293T-RXFP1 cAMP TR-FRET, 30 min; response scale: percent of porcine relaxin response, buffer zero. Potency, µM (highest dose often 57.5 µM), without a hit: at the highest dose activation, hits mostly activators. hit rate 0.3% among 370,000. AID 2676; note: potency is the fitted concentration of half-maximal effect; % is set by controls: 0 for no effect and ±100 for the full control effect; nearly all actives have a fitted effect of over 60% in size; many of its hits are not listed in these tables
Target sequence (Q9HBX9 whole entry, looked up): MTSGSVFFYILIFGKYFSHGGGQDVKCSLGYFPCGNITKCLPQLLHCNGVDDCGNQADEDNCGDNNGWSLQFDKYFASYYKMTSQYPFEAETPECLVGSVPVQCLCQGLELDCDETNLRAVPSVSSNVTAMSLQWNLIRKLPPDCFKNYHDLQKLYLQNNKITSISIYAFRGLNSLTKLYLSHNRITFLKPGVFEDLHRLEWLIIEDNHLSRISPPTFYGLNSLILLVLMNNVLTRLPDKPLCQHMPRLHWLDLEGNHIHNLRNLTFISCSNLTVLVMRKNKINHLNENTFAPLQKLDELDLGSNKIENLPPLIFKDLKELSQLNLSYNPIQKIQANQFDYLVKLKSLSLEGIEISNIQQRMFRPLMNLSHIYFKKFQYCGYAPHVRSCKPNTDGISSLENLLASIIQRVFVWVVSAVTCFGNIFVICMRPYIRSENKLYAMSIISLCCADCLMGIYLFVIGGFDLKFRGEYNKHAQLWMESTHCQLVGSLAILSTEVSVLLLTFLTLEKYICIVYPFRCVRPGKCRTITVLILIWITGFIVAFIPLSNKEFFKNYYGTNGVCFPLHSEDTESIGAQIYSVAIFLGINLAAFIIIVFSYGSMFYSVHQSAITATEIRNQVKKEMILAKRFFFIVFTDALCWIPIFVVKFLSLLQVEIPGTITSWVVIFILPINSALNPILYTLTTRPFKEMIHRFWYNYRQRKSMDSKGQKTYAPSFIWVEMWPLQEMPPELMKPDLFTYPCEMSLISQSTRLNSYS
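HEK293 cells stably expressing RXFP1, treated 30 min at 37C with compounds plus PDE4 inhibitor Ro 20174; cAMP measured by HTRF TR-FRET. Normalized to buffer and 29 nM porcine relaxin; EC50 by Hill fit.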
D1 agonist: activates the human D1 dopamine receptor | P21728 | hit rate 1% among 360,000 | HEK293 T-REx D1 cells, calcium flux, agonist mode | activation, % at 2 µM; in the data active = activation above about 30%; note: 0% is about no effect
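Inducible HEK293 T-REx D1 cells, force-coupled to calcium signalling, were plated at 4000 cells/well with tetracycline and held overnight at 30 C. After no-wash calcium dye loading, compound-evoked calcium rise over 180 s flagged agonists.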
D2 PAM: positive allosteric modulators of human D2 dopamine receptor. P14416. HEK293 T-REx D2, calcium flux, EC20 dopamine potentiation. potentiation, % at 10 µM. hit rate 0.34% among 340,000. AID 485347;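 active = potentiation over 3 SD above the plate norm, cut at about 30% in these data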; note: 0% is about no effect
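Potentiation of an EC20 dopamine calcium response measured kinetically over 180 s, after a preceding 180 s compound-only read flagging agonists. Cells: inducible Hek293 Trex D2 line, 4000/well, cultured overnight at 30 C before dye loading.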
LDHA inh: LDHA (human) enzyme inhibition; hit rate 0.15% among 480,000; purified LDHA, NADH/diaphorase-resazurin fluorescence; hits give low values; activity change, % (values are at about 110 or 230 µM); AID 1347041; P00338; in the data active = activity change below about -30%; inconclusive = mostly about -25% to -30%;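 note: plate controls were DMSO wells for no effect and wells without enzyme for full effect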
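Enzyme activity of human lactate dehydrogenase 5 (2 nM; 0.06 mM NADH, 0.2 mM pyruvate, 5 min, RT) is measured via a resazurin/diaphorase fluorescence readout of residual NADH.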
Vif-A3F inh: inhibitors of Vif-A3F interaction; HeLa A3F-eYFP + Vif (tagged APOBEC3F with the HIV-1 protein that degrades it), YFP fluorescence increase; AID 602313; Potency, µM (series often up to 46.1 µM), for inactives: top-dose activity, negative = active; hit rate 0.2% among 390,000; note: potency is the fitted concentration of half-maximal effect; % of control where 0% means no effect; nearly all actives have a fitted effect of over 65% in size
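HeLa cells stably expressing A3F-eYFP plus Vif, plated and incubated overnight at 37 deg C, then exposed to compounds overnight at 37 deg C. Blocked degradation read as raised yellow fluorescence (Ex 488/Em 500-530).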
Starred values were filed as active, the others as inactive; ? = inconclusive; / = no result given; & = joins results of further samples. Unless noted, calls come from the whole dose curve; as a rule, active = well fitted curve in the direction sought with a large enough effect; inconclusive = small, poorly fitted or top-dose-only effect, or another doubt; inactive = no such curve, though single readings can be large; an effect the other way counts as inactive or inconclusive. This is a subset; the hit share may differ from the screen's.

Values run as follows: D1 potentiator, Glioma ERSR ind, RXFP1 agonist, Vif-A3F inh, D1 antagonist, Vif-APOBEC3G blk, D1 agonist, D2 PAM, LDHA inh
CCN(CC)c1ccc(C(=O)N2CCC(c3ccncc3)CC2)cc1
  -3, 0%, -1.0%, 1%, -28, -1%, -2, -5, 5
Cc1cc(Cl)c(S(=O)(=O)Nc2ccc3c(c2)OCO3)cc1OCC(=O)NC1CCCCC1
  -3, 2%, 1.7%, -8%, 9, 0%, 1, -7, 0
Cc1ccccc1OCC(=O)Nc1ccc(S(=O)(=O)Nc2ncccn2)cc1
  0, -2%, 2.8%, 2%, -6, 2%, 0, -16, 1
COC1CCCCC1Nc1cccc(SC)c1 (stereo not given)
  3, 1%, 0.9%, -2%, -2, 1%, 3, -6, 7
COc1cccc(/C=N/NC(=O)CNC(=O)COc2ccccc2)c1O
  -11, -4%, 2.3%, 10%, 9, -27%, 2, -1, 6
Cn1c(SCC(=O)NCc2ccc3c(c2)OCO3)nc2scc(-c3cccs3)c2c1=O
  0, -4%, 0.6%, -2%, -18, 0%, 4, 15, -9
CCOc1ccc(-c2cc(C(=O)NCCc3ccc(OC)c(OC)c3)[nH]n2)cc1
  -1, 0%, 3.8%, 3%, 7, -1%, 1, 0, -1
O=C(NCC(c1ccc(F)cc1)N1CCOCC1)c1nn(-c2ccccc2)c(=O)c2ccccc12 (stereo not given)
  /, -4%, 4.7%, 7%, 7, -1%, 1, -33, -5&2
COc1ccc(/C=N\NC(=O)c2ccccc2OC)cc1COc1c(F)c(F)c(F)c(F)c1F
  -6, -3%, -1.6%, 2%, -2, 0%, 7, -16, 0
COc1cccc(-c2cc(C(F)(F)F)n3nc(C)c(-c4ccccc4)c3n2)c1
  0, -2%, -0.5%, -6%, 16, 0%, 6, 8, 3
Cc1cc(C(=O)COc2cccc([N+](=O)[O-])c2)c(C)n1C1CC1
  1, 0%, -0.7%, -1%, -5, 0%, 1, 3, -2
Cc1cccc(N2CC(C(=O)Nc3ccc(S(=O)(=O)NCC4CCCO4)cc3)CC2=O)c1C (stereo not given)
  -8, -4%, 2.1%, -20%, -5, 0%, 2, -10, -3
O=S(=O)(c1ccc2[nH]c3c(c2c1)CCCCC3)N1CCN(c2ccccc2)CC1
  -4, -5%, -3.2%, 2%, 1, 1%, 0, /, -1
CCC(C)/C(C)=N/NC(=O)c1cn(-c2ccccc2)nc1-c1ccccc1 (stereo not given)
  -5, -5%, 0.3%, 4%, 4, -19%, 3, -20, -1
CC(=O)Nc1nnc(CCN2CCCCC2)s1
  -10, -1%, 0.2%, -28%, -4, 2%, 10, 9, 2

An excerpt from above in order of length of the SMILES, largest number first.
Values run as follows: D1 potentiator, Glioma ERSR ind, RXFP1 agonist, Vif-A3F inh, D1 antagonist, Vif-APOBEC3G blk, D1 agonist, D2 PAM, LDHA inh
Cc1cccc(N2CC(C(=O)Nc3ccc(S(=O)(=O)NCC4CCCO4)cc3)CC2=O)c1C (stereo not given)
  -8, -4%, 2.1%, -20%, -5, 0%, 2, -10, -3
COc1ccc(/C=N\NC(=O)c2ccccc2OC)cc1COc1c(F)c(F)c(F)c(F)c1F
  -6, -3%, -1.6%, 2%, -2, 0%, 7, -16, 0
CCOc1ccc(-c2cc(C(=O)NCCc3ccc(OC)c(OC)c3)[nH]n2)cc1
  -1, 0%, 3.8%, 3%, 7, -1%, 1, 0, -1
CCN(CC)c1ccc(C(=O)N2CCC(c3ccncc3)CC2)cc1
  -3, 0%, -1.0%, 1%, -28, -1%, -2, -5, 5
CC(=O)Nc1nnc(CCN2CCCCC2)s1
  -10, -1%, 0.2%, -28%, -4, 2%, 10, 9, 2
COC1CCCCC1Nc1cccc(SC)c1 (stereo not given)
  3, 1%, 0.9%, -2%, -2, 1%, 3, -6, 7

The list goes on:
Values run as follows: D1 potentiator, Glioma ERSR ind, RXFP1 agonist, Vif-A3F inh, D1 antagonist, Vif-APOBEC3G blk, D1 agonist, D2 PAM, LDHA inh
Cc1ccc(-c2noc(C3CCCN(C(=O)c4cccc(Cl)c4)C3)n2)o1 (stereo not given)
  -5, 4%, -0.2%, 0%, 4, 1%, 4, 1, 1
Cn1c(=O)c2sccc2n2c(CCCC(=O)NCc3ccco3)nnc12
  -3, -2%, 14µM*, -10%, -12, 0%, 1, /, -2
CC/C(=N\NC(=O)c1ccc2c(c1)OCO2)C12CC3CC(CC(C3)C1)C2
  0, 3%, -1.6%, 2%, /, -7%, -2, -8, 5
CC(=O)NN1C(=O)c2ccc3c4c(ccc(c24)C1=O)C(=O)N(NC(C)=O)C3=O
  0, -3%, 0.1%, 12%, 3, -18%, 1, 8, 15
O=S(=O)(c1ccccc1)N1CCC2(CC1)OCCO2
  -1, -1%, -1.8%, 4%, /, 1%, 0, -6, -9
Cc1ccc(Nc2nc3c(s2)CCC3)c(C)c1
  2, -2%, -0.3%, -1%, -3, -2%, 2, 8, -3
COCCCn1c(C(=O)NC2CCCCC2C)cc2c(=O)n3cccc(C)c3nc21 (stereo not given)
  -2, -4%, 26%, 11%, -20, 0%, 0, 4, -3
COc1ccc(C(=O)CCC(=O)N2CCN(c3ccccc3)CC2)cc1
  -1, -4%, 5.4%, 0%, 2, 1%, 2, -3, -4
CCOCCn1c(SCCc2ccccc2)nc2c1c(=O)[nH]c(=O)n2C
  -2, -4%, 0.2%, 3%, 10, 3%, -2, -4, -4
CN(C)CCNC(=O)c1cccc2nc3c(ccc4ccccc43)nc12
  /, ?, /, ?, /, -10%, /, /, -1
Cc1ccc(NC(=O)CSCC(=O)N(C)CC(=O)Nc2ccccc2C(F)(F)F)cc1
  -2, -3%, 2.1%, 3%, -4, -2%, 2, 8, -10
COc1cccc(-c2cccc(NC(=O)C3CCN(Cc4ccon4)CC3)c2)c1
  0, -8%, 2.6%, 10%, 2, 2%, 1, 1, -3
C=CCNC(=S)N/N=C/c1ccc(N(CC)Cc2ccccc2)cc1
  -2, -3%, 2.0%, -19%, 6, 1%, 0, -3, -1
CCN(CC#CCC1(O)c2ccccc2-c2ccccc21)C(C)C
  -4, -4%, -0.3%, -1%, -13, 0%, 10, /, -4
COC(=O)C1CCN(C(=O)c2ccc(SC)cc2OC)CC1
  -5, -3%, 1.0%, -6%, -1, 2%, 3, -4, -7
COCCN(C(=O)c1csnn1)C(C(=O)NC1CCCCC1)c1ccc(C)cc1 (stereo not given)
  /, 1%, 12%, 3%, -2, 1%, 2, 2, -9
Cc1cc(C)nc(N/N=C/c2ccccc2Cl)n1
  4, 8%, -11%, 1%, 5, -4%, 3, -10, 0
Cc1ccccc1C1C(C#N)=C2N=C(N)c3ccccc3N2C2=C1C(=O)CCC2 (stereo not given)
  -8, -3%, 2.0%, 4%, 8, -5%, 1, -10, 2
Cc1[nH]n(-c2ncc(-c3ccccc3)s2)c(=O)c1C(c1ccc(Br)cc1)C(C#N)C#N (stereo not given)
  -5, -2%, -1.0%, -18%, -17, ?, -1, 4, -6
COc1ccccc1N1CCN(C(=O)c2sc3nc4n(c(=O)c3c2C)CCC4)CC1
  3&-2, -1%&-1%, 0.5%&4.1%, 1%&-3%, -5&-7, 0%&1%, 2&1, -10, -2&0
O=C(NCSc1ccncn1)c1ccccc1
  -4, -1%, 5.2%, 0%, 1, 0%, 4, -1, 0
Cc1ccc(C(CNS(=O)(=O)c2ccc(Cl)cc2)N2CCN(C)CC2)cc1 (stereo not given)
  -10, -4%, -0.3%, -7%, -34*, 0%, 43*, -12, -1
CC1(C)Cc2c(c(N3CCOCC3)nc3sc4c(N5CCOCC5)nnnc4c23)CS1
  0, /, 5.1%, /, 10, /, 3, 4, /
CN(C)Cc1nc2ccccc2c(=O)n1Cc1nc(-c2cccc([N+](=O)[O-])c2)cs1
  -3, -5%, 14%, 0%, 21, 0%, 4, -1, -4
C/C=C/c1ccc(Oc2nnnn2-c2ccc(C(N)=O)cc2)c(OC)c1
  5, -3%, -0.2%, 3%, -18, -1%, 1, /, -2
Cc1nn(CC(=O)N2CCN(c3ccccc3F)CC2)c(=O)c2cccn12
  -3, /, -3.9%, /, -5, /, 11, -4, -3
CCC(/C=N/NC(=O)C1COc2ccccc2O1)CC (stereo not given)
  0, -2%, 0.6%, -1%, -2, -15%, 1, -4, -3
O=C(CN1CCOCC1)Nc1nc2ccc(Cl)cc2s1
  0, 1%, -2.0%, 8%, -4, 0%, 5, -19, 0
Cc1c(CCO)c(=O)n(-c2ccccc2)n1S(=O)(=O)c1ccc(Cl)cc1
  -1, -5%, -0.9%, 2%, /, 1%, -2, 3, -14
CCOC(=O)c1ccc(N2C(=O)c3n[nH]c(-c4ccco4)c3C2c2ccc(O)cc2)cc1 (stereo not given)
  4, -3%, -0.3%, 3%, 13, -17%, 2, -20, 4
Cc1nnc(N/N=C/c2c(Cl)cccc2Cl)n1N
  -1, -9%, 1.8%, ?, 0, -11%, 0, -4, 41
O=C(CN1C(=O)COc2ccc(S(=O)(=O)N3CCCCCC3)cc21)N1CCN(c2cccc(Cl)c2)CC1
  5, -2%, -0.6%, -4%, 16, -1%, 3, -12, 0
